Cathepsin G inh: cathepsin G (human) inhibition; P08311; purified enzyme, AMC-tetrapeptide fluorescence, pooled mixtures; inhibition, % at 5 µM (by protocol); hit rate 0.2% among 62,000; AID 581;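 active = inhibition above 20% in each of the two mixture wells holding the compound; inactive = inhibition of 20% or less in either well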;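 note: 0% = enzyme control without mixture and 100% = blank lacking enzyme; strong numbers were not always called active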
Target sequence (P08311 21-244 limits assumed): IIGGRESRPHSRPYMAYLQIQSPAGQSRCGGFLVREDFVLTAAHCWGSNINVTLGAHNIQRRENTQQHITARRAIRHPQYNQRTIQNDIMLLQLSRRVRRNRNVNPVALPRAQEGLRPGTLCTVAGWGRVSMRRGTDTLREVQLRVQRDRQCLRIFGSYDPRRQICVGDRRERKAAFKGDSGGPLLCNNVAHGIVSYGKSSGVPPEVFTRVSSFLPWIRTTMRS
CatB mix inh: human cathepsin B inhibition by mixtures; inhibition, %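 (ten-compound pools at 5 µM per compound and 50 µM total)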; AID 488; Purified cathepsin B, AMC dipeptide fluorescence, compound mixtures; hit rate 0.06% among 62,000; P07858; in the data active = inhibition above about 22%, passing the limit was not always enough; inconclusive = no clear call, values can overlap the other calls;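 note: 0% = enzyme without compound and 100% = no enzyme blank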
A340 absorber: absorbance at 340 nm; fold change at 10 µM; 65,000 tested, under 10 active; compound absorbance at 340 nm, fold over control;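 active = at 10 µM dose, initial 340 nm absorbance at least 2 fold that of control wells; inactive = change under 2 fold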;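 note: initial absorbance extrapolated from kinetic A340 decline of NADH oxidation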
CatS inh: blocks human cathepsin S protease activity; recombinant cathepsin S, AMC dipeptide fluorescence, pooled mixtures; inhibition, %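 (tested at 5 µM per compound within 10-compound mixtures)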; hit rate 0.06% among 62,000; in the data active = inhibition above about 32%, passing the limit was not always enough; inconclusive = no clear call, values can overlap the other calls;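 note: 0% = enzyme without compound and 100% = blank without enzyme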
Target sequence (P25774 115-331 limits assumed): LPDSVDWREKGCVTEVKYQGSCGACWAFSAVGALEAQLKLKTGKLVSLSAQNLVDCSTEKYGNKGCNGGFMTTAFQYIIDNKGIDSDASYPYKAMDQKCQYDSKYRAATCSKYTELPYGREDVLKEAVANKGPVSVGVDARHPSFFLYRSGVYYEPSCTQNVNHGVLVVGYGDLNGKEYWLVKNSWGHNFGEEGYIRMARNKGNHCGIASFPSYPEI
C1s inh: human complement C1s inhibition | P09871 | purified C1s, fluorogenic AMC substrate, pooled mixtures | mean inhibition % of two 10-compound mixtures (active compounds read high), % at 5 µM (by protocol) | hit rate 0.16% among 62,000 | AID 538;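 active = inhibition above 20% in each of the two 10-compound mixture wells holding the compound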;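 note: 0% = enzyme wells lacking compound mixture and 100% = no-enzyme blank wells; some compounds called inactive have numbers as strong as hits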
CatL inh: inhibitors of human cathepsin L; P07711; purified cathepsin L, fluorogenic substrate, fluorescence; inhibition, %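 (tested at 10 µM)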; hit rate 0.17% among 58,000; AID 460; in the data active = inhibition above about 45%;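 note: 0% = enzyme with no compound and 100% = no enzyme blank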
Target sequence (P07711 114-288 limits assumed): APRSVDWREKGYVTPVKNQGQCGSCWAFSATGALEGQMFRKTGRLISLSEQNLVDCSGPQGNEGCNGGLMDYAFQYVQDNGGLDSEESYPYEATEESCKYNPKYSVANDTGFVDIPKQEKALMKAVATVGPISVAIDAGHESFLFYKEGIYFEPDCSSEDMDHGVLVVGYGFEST
Target sequence (P07711 292-333 limits assumed): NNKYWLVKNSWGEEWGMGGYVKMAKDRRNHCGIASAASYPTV
FXIIa mix inh: inhibitors of human coagulation factor XIIa, pooled mixtures; inhibition, % at 5 µM; hit rate 0.2% among 62,000; AID 684; purified FXIIa, fluorogenic substrate;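 note: 0% = enzyme without compound and 100% = no enzyme blank; some results filed as inactive read as strong as hits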
FXIa inh mix: blocks human factor XIa in pooled compound mixtures. hit rate 0.19% among 62,000. P03951. AID 680. inhibition, % at 5 µM. purified FXIa, fluorogenic substrate;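 note: each value is inhibition by a whole ten-compound pool holding the compound; 0% = enzyme with no mixture and 100% = wells lacking enzyme; strong numbers were not always called active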
CatB inh: inhibitors of human cathepsin B; purified cathepsin B, fluorogenic substrate, fluorescence; inhibition, %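 (tested at 10 µM)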; hit rate 0.1% among 63,000; P07858; AID 453; in the data active = inhibition above about 21%;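 note: 0% = enzyme with no compound and 100% = no enzyme blank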
* = called active by the depositor; ? = inconclusive; nt = no result given. Cut-off read from the data, not from the text of the source, unless noted: active = inhibition above about 20% (passing the limit was not always enough); inactive = the rest.

SMILES	Cathepsin G inh	CatB mix inh	A340 absorber	CatS inh	C1s inh	CatL inh	FXIIa mix inh	FXIa inh mix	CatB inh
Cc1c(C(=O)NCc2cccnc2)sc2ncn(CC(=O)N3CCCCC3C)c(=O)c12 (stereo not given)	10	4	0.97	4	3	10	2	0	-3
CCCn1c(=O)c2ccccc2n2c(SCC(=O)c3ccccc3)nnc12	8	2	1	2	12	8	2	6	2
COc1cccc(/C(O)=C2/C(=O)C(=O)N(c3cc(C)on3)C2c2cccs2)c1 (stereo not given)	-16	1	1.1	-6	-21	1	5	2	0
CC1Cc2ccccc2N1C(=O)CSc1nnc2c(n1)[nH]c1ccccc12 (stereo not given)	8	1	1.1	-2	8	11	8	6	7
O=C(c1ccco1)N1CCN(c2ncnc3scc(-c4cccs4)c23)CC1	10	2	1	0	14	5	8	9	4
COc1cc(CCC(=O)OCC(=O)Nc2ncc(Cl)cc2Cl)cc(OC)c1OC	-7	4	1	6	-39	1	-13	-7	6
O=C(c1ccccc1Cl)N1CCC(c2nc3c(nnn3Cc3ccco3)c(=O)[nH]2)CC1	-12	3	1.1	3	-17	6	1	2	4
C=CCN1C(=O)/C(=C2/Sc3ccccc3N2C)SC1=Nc1c(C)n[nH]c1C	-27	-16	1	-70	-234	6	-14	-45	4
Cc1ccc2c(c1)N(CC(=O)N1CCN(c3nc4ccccc4s3)CC1)C(=O)C(C)O2 (stereo not given)	-2	4	1	5	-35	16	12	2	5
CC1Cn2c(COc3ccccc3)nnc2S1 (stereo not given)	8	2	1	1	1	nt	3	-5	1
COCCOC(=O)C1=C(C)NC2=C(C(=O)CC(C)(C)C2)C1c1ccc(N(C)C)cc1 (stereo not given)	9	1	1.1	5	1	nt	-24	4	4
N#Cc1nc(Cc2cccc3ccccc23)oc1NCc1ccc2c(c1)OCO2	1	3	1	13	6	3	2	4	2
Cc1ccc(NC(=O)Nc2ccc3c(c2)N(C)C(=O)CS3)nc1	-8	-3	0.99	-26	-159	-3	0	-19	5
Nc1cc(C(=O)O)ccc1Nc1ccc(F)c(F)c1	-10	10	1	3	-26	1	-15	5	4
Cc1csc(NC(=O)CSc2nc(C(C)C)nc3c2c(=O)n(C)c(=O)n3C)n1	5	0	1.1	6	-32	nt	2	1	1
O=C(Cn1cccc1)N1CCN(c2ccc(F)cc2)CC1	14	0	1	33	17	nt	0	-1	4
CCc1c(C)nc2[nH]nc(-c3ccccc3)n2c1=O	0	4	1	3	3	6	6	6	-4
Cc1c(NC(=O)COc2ncnc3ccccc23)c(=O)n(-c2ccccc2)n1C	0	7	0.99	?	-9	4	11	7	-3
COc1ccc(C(=O)Nc2cccc(C(=O)N3CCCC3)c2)cc1	10	4	1	1	7	14	9	1	2
COCCn1nnnc1CN(CCc1ccccc1)Cc1cc2ccc(C)cc2[nH]c1=O	8	2	1.1	13	-8	32	0	3	7
O=C(Cn1cc2c(n1)CCCC2)NCc1cccc(Cl)c1	-3	0	1.1	12	-8	11	-17	5	1
CCCn1c(NC(=O)C2CCN(S(=O)(=O)c3cccs3)CC2)nc2ccccc21	12	4	0.98	-2	14	5	5	7	7
COC(=O)c1ccc(Cn2cnc3c(cnn3-c3ccc(F)cc3)c2=O)o1	51	3	0.97	11	10	17	-3	12	6
Cc1nnc(NC(=O)CSc2cn(Cc3ccccc3)c3ccccc23)s1	-2	-2	1	-4	1	-7	8	7	-1
O=C(c1ccco1)N1CCN(C(=O)c2ccccc2Oc2ccccc2)CC1	9	-1	1	-6	-1	13	6	5	6
CCOC(=O)C1CCN(S(=O)(=O)c2cn(C)c(=O)n(C)c2=O)CC1	11	1	1	-1	15	nt	-20	2	-3
COc1ccc(NC(=O)CSc2ncn(-c3ccccc3)n2)cc1Cl	-12	6	1	nt	-23	13	6	-1	6
O=C(OCCN1C(=O)c2ccccc2C1=O)c1cc(S(=O)(=O)N2CCOCC2)ccc1F	9	5	1	-3	6	3	6	4	3
COc1ccccc1NC(=O)CSc1nnc(Cc2cccn2C)n1-c1ccc(F)cc1	9	-6	0.99	15	5	-3	10	4	3
COc1ccccc1-c1cc2nc(C)c(CCC(=O)NCc3ccco3)c(C)n2n1	5	6	0.99	12	0	8	5	8	-1

Part of the list above, as a markdown table:
| mol | Cathepsin G inh | CatB mix inh | A340 absorber | CatS inh | C1s inh | CatL inh | FXIIa mix inh | FXIa inh mix | CatB inh |
| --- | --- | --- | --- | --- | --- | --- | --- | --- | --- |
| O=C(OCCN1C(=O)c2ccccc2C1=O)c1cc(S(=O)(=O)N2CCOCC2)ccc1F | 9 | 5 | 1 | -3 | 6 | 3 | 6 | 4 | 3 |
| Cc1nnc(NC(=O)CSc2cn(Cc3ccccc3)c3ccccc23)s1 | -2 | -2 | 1 | -4 | 1 | -7 | 8 | 7 | -1 |
| COC(=O)c1ccc(Cn2cnc3c(cnn3-c3ccc(F)cc3)c2=O)o1 | 51 | 3 | 0.97 | 11 | 10 | 17 | -3 | 12 | 6 |
| COc1ccc(NC(=O)CSc2ncn(-c3ccccc3)n2)cc1Cl | -12 | 6 | 1 | nt | -23 | 13 | 6 | -1 | 6 |
| O=C(Cn1cc2c(n1)CCCC2)NCc1cccc(Cl)c1 | -3 | 0 | 1.1 | 12 | -8 | 11 | -17 | 5 | 1 |
| O=C(c1ccco1)N1CCN(C(=O)c2ccccc2Oc2ccccc2)CC1 | 9 | -1 | 1 | -6 | -1 | 13 | 6 | 5 | 6 |
| CCCn1c(NC(=O)C2CCN(S(=O)(=O)c3cccs3)CC2)nc2ccccc21 | 12 | 4 | 0.98 | -2 | 14 | 5 | 5 | 7 | 7 |

Remaining list, next part:
SMILES	Cathepsin G inh	CatB mix inh	A340 absorber	CatS inh	C1s inh	CatL inh	FXIIa mix inh	FXIa inh mix	CatB inh
COC(=O)CN1C(=O)C2(C(C#N)=C(N)Oc3n[nH]c(-c4cccs4)c32)c2ccccc21 (stereo not given)	-3	2	1	3	-1	-2	8	6	-2
CCn1c(SCC(=O)Nc2ccccc2OC)nnc1-c1cnccn1	5	0	1	9	8	-18	26	12	-1
COc1ccc(S(=O)(=O)N2CCC(C(=O)Nc3nnc(CCN4CCCCC4)s3)CC2)cc1	-10	0	0.97	-5	-7	0	7	5	3
COCCn1c(CNc2ccc(F)cc2)nnc1SCC(=O)Nc1ccc(OC)cc1OC	-2	6	1	5	-11	nt	2	4	7
COCCn1cc(C(=O)N2CCN(C)CC2)c2c3ccccc3n(C)c2c1=O	6	4	1.1	-8	-14	-7	9	2	1
Cc1ccc(CNC(=O)CSc2nc(C)cc(C)c2C#N)cc1	47	0	1	-3	-2	-8	2	36	0
COc1cc(C(=O)Nc2nc(OC)c(-c3ccccc3)c(OC)n2)cc(OC)c1OC	5	1	1	-9	-3	-14	-3	3	1
Cc1ccccc1-c1nc(CS(=O)(=O)CC(=O)NCCCN2CCCC2)c(C)o1	9	5	1.1	4	1	nt	-13	14	1
O=C(C1CC1c1ccccc1)N1CCN(c2cccc(Cl)c2)CC1 (stereo not given)	-2	3	1	9	-14	14	8	1	4
CC(C)CC(=O)Nc1ccc(OCC(=O)O)cc1	0	3	1	6	-9	11	-4	-5	-1
CCOC(=O)N1CCN(C(=O)CN(c2ccc(C)cc2)S(=O)(=O)c2c(C)noc2C)CC1	2	1	1	0	-2	6	7	6	-3
CC(=O)c1nc2ccccc2n1S(=O)(=O)c1ccc(Cl)cc1	9	-1	1	11	3	18	6	-3	12
O=C(COc1ccccc1Br)NCc1ccco1	-1	4	1	-11	-1	-5	0	9	-4
COc1cc(C)c(C(C)C)cc1S(=O)(=O)N1CCOCC1	1	9	1.1	11	2	13	0	14	0
CCOC(=O)c1nc(S(C)(=O)=O)ncc1N1CCOCC1	13	2	1	2	14	28	3	3	4
COC(=O)Cc1c(C)nc2nc(NCc3c(F)cccc3Cl)[nH]n2c1=O	13	3	1	-5	17	-4	5	2	2
N#Cc1cc(-c2ccccc2)nn1-c1ccccc1	-1	0	1.1	-2	-17	-2	-12	-8	1
NC(=O)CSc1nnc2sc3ccccc3n12	8	4	1	-5	9	nt	1	7	8
CC1(C)Cc2c(C#N)c(OCC(=O)c3ccc(Cl)cc3)nc(-c3ccco3)c2CO1	5	2	1.1	5	5	-7	29	-1	7
CCN(CC)CC(=O)c1c[nH]c2ccc(C)cc12	-4	-1	1	3	-14	26	-2	-9	1
N#CCOc1nc(N2CCOCC2)nc(N2CCOCC2)n1	0	8	0.99	13	-35	4	7	4	-1
COc1ccc(-c2noc(C3CCCN(S(=O)(=O)c4ccc(C)c(Cl)c4)C3)n2)cc1OC (stereo not given)	-9	-6	0.97	-25	-18	2	1	-2	1
Cc1ccc(S(=O)(=O)N2CCC(C(=O)N[C@@H](Cc3ccccc3)C(=O)O)CC2)cc1	-6	8	0.99	19	8	3	-18	-10	10
Cc1nc(N2CCOCC2)c2oc3ccccc3c2n1	7	3	1	3	-3	4	16	3	2
Cn1c(=O)c2cc(S(=O)(=O)NCCC(=O)NCCc3ccc(Cl)cc3)ccc2n(C)c1=O	8	3	1	5	-16	16	4	4	3
N#Cc1ccc(CSc2ncnc3c2cnn3Cc2ccccc2)cc1	12	3	1.1	4	12	7	0	1	1
Cc1cc(NC(=O)CCS(=O)(=O)c2nc(-c3ccccc3)cc(C(F)(F)F)n2)no1	-3	-4	1	-6	2	2	4	8	-1
Cn1c(=O)cc(OCCCC(=O)NCCCN2CCN(Cc3ccccc3)CC2)c2ccccc21	9	5	1	13	-8	4	1	4	-2
COC(=O)c1ccccc1NC(=O)CSc1nnc(-c2cccc(NC(C)=O)c2)n1C	8	2	1	-11	6	-12	29	5	-3
COC(=O)C1=C(O)CSC1=Nc1cccc(C(F)(F)F)c1	10	1	1	2	1	1	9	5	2

Sorted by value in CatB inh (high to low): some entries from above
SMILES	Cathepsin G inh	CatB mix inh	A340 absorber	CatS inh	C1s inh	CatL inh	FXIIa mix inh	FXIa inh mix	CatB inh
Cn1c(=O)c2cc(S(=O)(=O)NCCC(=O)NCCc3ccc(Cl)cc3)ccc2n(C)c1=O	8	3	1	5	-16	16	4	4	3
CCCn1c(=O)c2ccccc2n2c(SCC(=O)c3ccccc3)nnc12	8	2	1	2	12	8	2	6	2
COc1ccccc1-c1cc2nc(C)c(CCC(=O)NCc3ccco3)c(C)n2n1	5	6	0.99	12	0	8	5	8	-1

Going on with the list.
SMILES	Cathepsin G inh	CatB mix inh	A340 absorber	CatS inh	C1s inh	CatL inh	FXIIa mix inh	FXIa inh mix	CatB inh
O=C(Nc1ccc2oc(-c3cccnc3)nc2c1)c1cc2ccccc2o1	10	3	1.1	0	3	-9	7	1	3
O=C1N=c2ccccc2=C1c1sc(=S)n(CC2CCCO2)c1O (stereo not given)	8	4	1	4	-20	nt	2	-1	3
Cc1nnc(SCCCn2c(N3CCN(c4ccccc4)CC3)nc3c2c(=O)[nH]c(=O)n3C)s1	-2	-2	1	25	-17	14	-4	6	0
CC1CN(Cc2nc3c(c(=O)[nH]c(=O)n3C)n2CCN2CCOCC2)CC(C)O1 (stereo not given)	0	6	1	0	-26	nt	-10	3	-1

Compound activity deposited in PubChem BioAssay by several laboratories.

The list is partial; rates above refer to the full screens.
